RTF Ca sens act: cardiac RTF calcium sensitivity activators, primary screen, biochemical, IANBD-TnC fluorescence, EC20 calcium | Troponin I, cardiac muscle (Homo sapiens) + Troponin T, cardiac muscle (Homo sapiens) + … | IANBD-labeled TnC RTF fluorescence at EC20 calcium; 0% EC20 calcium, 100% full calcium | activation, % at 7.2 µM | 340,000 compounds, 0.24% hits;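 active = activation above the mean over all tested compounds plus 3 SD, cut at about 30% in these data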;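 also: rise in fluorescence read as greater calcium sensitivity of cardiac thin filaments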
Rtt109 Vps75: inhibitors of C. albicans Rtt109/Vps75 HAT, primary screen, biochemical, ThioGlo CoA-SH fluorescence, plate reader | Histone acetyltransferase RTT109 (Candida albicans (strain SC5314 / ATCC MYA-2876)), … | purified Rtt109/Vps75, 4 h | inhibition, % at 34.9 µM | 330,000 compounds, 0.16% hits | AID 540336, 2011;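 active = inhibition of at least 50% in every replicate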
SR-BI DiI-HDL act: activators of SR-BI mediated DiI-HDL uptake, primary screen, ldlA[mSR-BI] CHO cells, DiI fluorescence; 320,000 compounds, 0.096% hits; AID 504775, 2011; 3 h; 100 = double the neutral-control signal; activation, % at 12.5 µM;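 active = mean replicate activation of at least 60% and every replicate at or above 60%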;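 also: 0% = median plate neutral-control signal and 100% = twice that signal; values of inactives mirror those of a sister screen read the other way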
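Assay system: CHO ldlA[mSR-BI] cells, LDL receptor-null, SR-BI overexpressing; medium: Ham's F12 with 0.5% BSA, HEPES 25 mM, pH 7.4; also added: DiI-HDL 10 µg/mL; timing: 3 h uptake period with compound, 37 °C; signal: DiI fluorescence, bottom read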
dFosB act: activators of delta FosB homodimer, primary screen, biochemical, fluorescence polarization, TAMRA-CDK5 oligo, single point | Protein FosB (Mus musculus), P13346 | purified delta FosB; percent of positive-control signal above neutral wells | activation, % at 25 µM | 340,000 compounds, 0.99% hits | AID 493131, 2011;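 active = mean activation above about 17%, with every replicate also reaching it, limit read from the data, passing the limit was not always enough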;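 also: fluorescence polarization rise as delta FosB binds a TAMRA Cdk5 AP-1 oligo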
Target sequence (P13346 whole entry, looked up): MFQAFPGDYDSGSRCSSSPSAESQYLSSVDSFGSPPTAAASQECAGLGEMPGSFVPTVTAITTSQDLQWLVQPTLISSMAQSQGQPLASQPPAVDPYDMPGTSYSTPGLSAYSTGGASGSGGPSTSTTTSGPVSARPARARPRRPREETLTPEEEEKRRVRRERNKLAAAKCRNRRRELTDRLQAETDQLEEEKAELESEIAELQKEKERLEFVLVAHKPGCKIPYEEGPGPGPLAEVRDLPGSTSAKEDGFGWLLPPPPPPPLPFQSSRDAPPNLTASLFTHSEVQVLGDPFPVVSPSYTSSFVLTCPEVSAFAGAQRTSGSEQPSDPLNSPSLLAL
CDK5 inh: inhibitors of human CDK5/p35 kinase, primary screen, biochemical, single concentration | Cyclin-dependent kinase 5 (Homo sapiens) + Cyclin-dependent kinase 5 activator 1 (Homo … | Recombinant CDK5/p35, ADP-Glo luminescence, 60 min | inhibition, % at 10 µM | 330,000 compounds, 0.01% hits;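 active = highest replicate inhibition of at least 50% and at least 75% of replicates reaching 50%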;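 also: plate controls were DMSO neutral control for no effect and GW8510 at 10 µM for full effect; many of its hits are not listed in these tables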
HTR5A ag ctr: HTR5A agonists in luminescence cell assay, primary screen, counter-screen for OPRM1-OPRD1 heterodimer agonist project, full-deck HTS. activation, % at 9.3 µM. cell-based. 5-hydroxytryptamine receptor 5A (Homo sapiens), P47898. 340,000 compounds, 0.61% hits; in the data active = activation mostly above about 9.5%, no sharp cut-off; inactive = mostly below about 7.6%;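 also: 0% = cells with vehicle only and 100% = reference agonist; strong numbers were not always called active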
SR-BI DiI inh: inhibitors of SR-BI mediated HDL lipid uptake, primary screen, ldlA[mSR-BI] cells, fluorescence, single point; AID 488896, 2010; 320,000 compounds, 0.96% hits; Scavenger receptor class B member 1 (Mus musculus), Q61009; inhibition, % at 12.5 µM; ldlA[mSR-BI] CHO cells, DiI-HDL uptake fluorescence, 3 h;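 active = mean replicate inhibition of at least 70% and a set share of replicates each scoring 70 or more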;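 also: 0% = median of neutral control wells and 100% = median of positive control wells; values of inactives mirror those of a sister screen read the other way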
Target sequence (Q61009 whole entry, looked up): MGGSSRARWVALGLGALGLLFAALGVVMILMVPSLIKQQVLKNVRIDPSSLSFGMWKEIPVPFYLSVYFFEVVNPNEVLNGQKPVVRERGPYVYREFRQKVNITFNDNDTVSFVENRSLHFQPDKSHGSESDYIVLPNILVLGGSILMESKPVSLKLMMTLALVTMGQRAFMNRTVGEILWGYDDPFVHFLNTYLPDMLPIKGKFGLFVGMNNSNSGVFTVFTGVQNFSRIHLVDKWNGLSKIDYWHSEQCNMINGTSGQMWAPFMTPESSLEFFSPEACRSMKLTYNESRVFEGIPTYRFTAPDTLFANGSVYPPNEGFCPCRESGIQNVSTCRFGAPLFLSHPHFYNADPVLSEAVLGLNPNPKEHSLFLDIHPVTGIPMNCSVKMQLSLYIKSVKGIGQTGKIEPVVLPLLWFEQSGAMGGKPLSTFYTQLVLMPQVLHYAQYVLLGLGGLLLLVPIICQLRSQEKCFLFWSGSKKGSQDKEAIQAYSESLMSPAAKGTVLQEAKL
MITF act: activators of MITF-driven TRPM1 promoter reporter, primary screen, cell-based, SK-MEL-5, luciferase, single point | 300,000 compounds, 0.75% hits | SK-MEL-5 TRPM1-promoter luciferase, 24 h; % of positive control, neutral wells = 0 | activation, % at 12.5 µM;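 active = mean activation of at least 80% with every replicate also reaching 80%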;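 also: 0% = neutral control wells and 100% = parthenolide positive control wells; values of inactives mirror those of a sister screen read the other way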
Wnt act: Wnt/beta-catenin pathway activators, primary screen, cell-based, plate reader, single point. Wnt/beta-catenin reporter cell assay, activator. activation, % at 9.35 µM. 300,000 compounds, 1.2% hits. AID 743398, 2014; in the data active = activation above about 30%, passing the limit was not always enough;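 also: 0% = neutral control wells and 100% = positive control wells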
PvdQ acylase: P. aeruginosa PvdQ acylase inhibitors, primary screen, biochemical, fluorescence, plate reader and imaging, single point | inhibition, % at 10 µM | AID 488965, 2010 | purified PvdQ acylase | PvdQ acylase [Pseudomonas aeruginosa LESB58] | 340,000 compounds, 0.063% hits; in the data active = inhibition above about 30%, passing the limit was not always enough;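 also: 0% = vehicle neutral wells and 100% = reference inhibitor wells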
* marks the source's active call; other numbers are inactive results; x = no result given. No enrichment for hits. Share with any hit: about 4.4%.

SMILES	RTF Ca sens act	Rtt109 Vps75	SR-BI DiI-HDL act	dFosB act	CDK5 inh	HTR5A ag ctr	SR-BI DiI inh	MITF act	Wnt act	PvdQ acylase
COc1cccc2c(=O)c3c([nH]c12)OC(C)(C)C3	6.2	-11.6	33.3	-1.9	2.7	-1.4	-33.3	x	17.5	8.4
COc1ccc(C(C(=O)NCC2CCCO2)N(C(=O)Cn2nnc3ccccc32)c2ccccc2C(C)=O)cc1OC (stereo not given)	-4.8	4.5	x	-11.4	-1.5	3.4	x	-2.8	-2.2	-16.1
COc1ccccc1NC(=O)C(C)OC(=O)C(C)SCC(=O)Nc1ccc(C)cc1 (stereo not given)	-6.4	-5.4	-21.2	-8.6	-2.8	-5.3	21.2	-1.0	-1.0	-2.4
COc1ccc(N2CCC(CNC(=O)Nc3ccccc3)C2)cc1 (stereo not given)	2.9	3.5	-36.6	-11.8	1.9	-2.8	36.6	-6.2	x	-4.5
COc1ccc(OCC(=O)Nc2cc(S(=O)(=O)N3CCCCC3)ccc2OC)cc1	-5.0	-0.7	-45.0	-0.2	0.3	1.4	45.0	6.4	-0.7	-13.4
COc1ccc(S(=O)(=O)Oc2ccccc2C(N)=O)cc1	-0.6	0.0	-10.7	-5.3	-1.9	3.5	10.7	1.6	-3.9	-11.7
CC(C)(C)OC(=O)N1CCOCCOCCN(C(=O)OC(C)(C)C)CCOCCOCC1	7.1	-4.7	20.2	-4.4	-0.5	10.7	-20.2	x	-3.3	0.3
CCOCCOc1cc(NCc2ccccc2)c2ncn(C(C)C)c2c1	1.6	-1.0	-22.4	-3.8	-0.6	5.4	22.4	-10.8	0.2	-11.0
CCn1c(SCc2cccnc2)nnc1-c1c[nH]c2ccccc12	1.5	2.7	-6.3	-1.3	0.0	4.3	6.3	-13.6	-0.8	-14.5
Oc1c(Cl)cc(Cl)cc1CNc1ccc(Br)cn1	-8.7	6.0	6.2	4.1	-2.2	-0.1	-6.2	42.6	4.1	8.8
COc1ccc(NC(=O)CC2CCCC2)cc1S(=O)(=O)N1CCCCC1	11.4	5.3	12.4	-8.1	-0.4	8.8	-12.4	-10.5	x	-19.3
O=C(O)CSc1nnc(-c2ccc(Cl)cc2)n1-c1ccccc1	-3.8	3.0	-7.9	2.0	-0.9	-0.9	7.9	11.0	1.2	-19.2
COc1ccc(NC(=S)NCCNC(C)=O)cc1	-6.4	-12.8	10.8	-5.5	2.4	4.5	-10.8	0.9	-0.3	-6.8
Cc1ccc(C(=O)NCC(=O)OC(C)C(=O)Nc2ccc(N3CCOCC3)cc2)s1 (stereo not given)	3.0	-14.0	x	-8.6	-0.8	1.6	x	5.5	0.4	-8.9
CCc1cc2c3c(c1)C1(C(=O)N3C(C)(C)CC2C)C(C#N)=C(N)N2C(=C1C#N)Nc1ccccc12 (stereo not given)	0.2	-0.9	10.7	-1.9	1.8	1.1	-10.7	-17.8	-6.9	6.1
Cc1cc(Nc2ccc(C(C)C)cc2)n2ncnc2n1	-0.6	6.0	0.7	-1.8	5.2	8.0	-0.7	7.2	-0.8	-3.4
COCCNC(=O)c1cnn2c(C(F)(F)F)cc(-c3ccc(C)cc3)nc12	1.3	-13.5	-0.7	-6.9	1.2	-4.0	0.7	-4.7	0.8	-1.4
COc1ccc(NC(=O)CC(=O)Nc2ccc(OC)cc2OC)c(OC)c1	1.5	x	-6.2	-4.6	1.7	2.9	6.2	x	x	-8.6
COc1ccc(CNC(=O)CCCc2ccccc2)cc1	-8.1	-2.6	33.1	-3.1	1.6	0.2	-33.1	-1.0	x	-0.3
O=C1CCCN1CC(CN1CCOCC1)Sc1nc2ccccc2c(=O)n1-c1ccccc1 (stereo not given)	-12.5	13.2	6.0	-4.8	0.7	3.6	-6.0	11.2	x	10.5
CCc1ccc(S(=O)(=O)NCc2csc(-c3ccccc3)n2)s1	2.3	1.3	-40.8	-5.4	-2.0	-4.3	40.8	-5.0	x	-10.3
Cc1cc(C(=O)COC(=O)c2cccnc2Cl)c(C)n1-c1c(C)n(C)n(-c2ccccc2)c1=O	-8.8	x	-17.3	-2.8	-1.0	-3.4	17.3	1.1	x	1.0
CCOc1ccc(S(=O)(=O)N2CCOCC2)cc1NC(=O)CSCc1c(C)noc1C	-7.3	-0.2	3.3	-1.8	-8.1	1.4	-3.3	2.5	1.0	-12.1
CC(C)CNC(=O)COC(=O)c1cc(S(=O)(=O)N(C)C)ccc1N1CCCC1	6.4	-2.1	14.5	-12.7	-4.5	-1.1	-14.5	0.2	-0.1	-8.1
CCOc1ccc(N(CC(=O)NC(C)(C)C)S(=O)(=O)c2c(C)noc2C)cc1	3.9	-18.2	-3.2	-5.8	-0.3	1.5	3.2	8.8	-1.0	-13.1
COc1ccc(NC(=O)C(CC(C)C)NC(=O)c2ccccc2C)cn1 (stereo not given)	3.7	6.2	2.4	-5.3	-2.9	3.6	-2.4	2.0	-5.9	-6.7
COCCCNC(=O)c1cc2c(s1)CS(=O)(=O)C2	-2.8	16.9	-10.1	1.1	0.2	7.3	10.2	7.7	x	-7.8
COc1ccc(C(=O)CN2CCN(CCN3C(=O)c4cccc5cccc(c45)C3=O)CC2)cc1	5.9	-27.2	-45.7	42.0*	1.1	3.8	45.7	6.8	-2.4	-14.1
Cc1ccc2c(C)c(C(=O)N3CCCCC3CO)oc2c1C (stereo not given)	-2.5	3.6	-9.8	-3.8	1.1	3.1	9.8	5.2	3.7	-3.9
O=C(NCCc1ccc(Cl)cc1)/C(=C/c1cccnc1)NC(=O)c1ccccc1	-2.9	0.7	19.1	-5.0	0.5	-4.7	-19.1	9.1	-1.6	-3.0
COc1ccc(OC)c(N(CC(=O)Nc2ccc3c(c2)OCO3)S(=O)(=O)c2ccccc2)c1	10.2	-3.3	-8.4	-7.0	-2.2	-3.9	8.4	x	x	-6.0
CN(C)S(=O)(=O)Nc1cc(Cl)cc(Cl)c1	-1.9	-36.0	3.7	7.2	-0.7	6.6	-3.7	9.4	-0.8	-17.6
COc1cc(OC)c2c(=O)c(OC)c(-c3ccc(OC)c(OC)c3)oc2c1	3.2	-6.6	-45.3	4.9	-1.5	-2.0	45.3	x	x	-11.0
CC(C)CC(CO)N1CCN(C(=O)c2cccc(Cl)c2)CCC1=O (stereo not given)	7.8	-8.8	21.1	-8.0	-4.1	6.7	-21.1	5.1	-1.8	-13.5
COCCNC(=O)c1cccc(OC2CCN(Cc3ccccc3C)CC2)c1	1.9	-3.3	9.8	-10.7	1.0	7.9	-9.8	9.5	-1.5	-3.9
O=C1C2CCCCN2C(=O)N1CCN1CCN(c2cccc(Cl)c2)CC1 (stereo not given)	4.3	-1.7	-36.2	-1.3	-0.3	-2.7	36.2	x	-0.1	-13.8
Cc1cccc(-n2c3nc(=O)[nH]c(=O)c-3cc3cc([N+](=O)[O-])ccc32)c1	-0.2	10.4	3.3	-4.6	1.2	4.5	-3.3	-53.9	2.9	0.1
COc1ccc(Cn2nnnc2C(c2ccccc2OC)N2CCC(C(N)=O)CC2)cc1 (stereo not given)	-3.2	-7.8	0.1	5.1	-0.5	5.5	-0.1	-9.8	-0.5	-4.5
CSc1nnc(-c2sc3cc(C(F)(F)F)cnc3c2-c2cccnc2)n1C	0.3	9.0	-26.8	-10.0	0.2	-0.1	26.8	6.2	x	-0.8
Cc1nc(NNC(=O)c2ccccc2)cc(-c2ccccc2)n1	-0.8	-8.3	x	-2.7	-1.7	2.5	x	-3.4	x	-2.5
Cc1noc(C)c1COC(=O)c1cccc(S(=O)(=O)N2CCCCCC2)c1	-6.5	8.1	-42.2	-5.8	0.8	-1.3	42.2	-20.6	x	3.8
CCN(CC)S(=O)(=O)c1ccc(N2CCOCC2)c(NC(=O)c2cc(=O)[nH]c3ccccc23)c1	0.5	-10.2	5.1	-6.8	-1.4	-1.1	-5.1	4.4	-1.5	-4.7
CCOC(=O)c1cc(-c2ccccc2)sc1NC(=O)C(C)N1C(=O)c2ccccc2C1=O (stereo not given)	-2.5	x	-23.1	-5.2	0.5	0.6	23.1	8.4	-2.9	-8.7
CC(C)CC1NC(=O)N(CC(=O)Nc2cccc(Br)c2)C1=O (stereo not given)	-1.3	10.3	-16.6	-3.3	1.6	3.8	16.6	6.1	-5.0	7.8
O=C(CSc1nc(-c2ccc(F)cc2)cs1)N1CCc2ccccc21	-4.9	3.2	9.1	5.4	-5.9	0.2	-9.1	-5.8	0.8	-13.9
NS(=O)(=O)c1ccc(NC(=O)COC(=O)CSCc2ccc(F)cc2)cc1	-2.3	-11.7	8.8	7.4	3.3	1.2	-8.8	-6.4	0.3	-18.8
Cc1cc(-n2ccnc2)n2c(nc3ccccc32)c1C#N	5.2	45.2	17.3	-6.4	-2.9	0.4	-17.3	3.7	0.7	-1.1
CC(C)C[C@@H](CN)NC(=O)c1nc[nH]c1C(=O)N[C@@H](CC(C)C)C(=O)CNC[C@H](C)NC(=O)c1nc[nH]c1C(=O)N[C@@H](CC(=O)O)C(=O)O	-8.2	0.9	7.2	-7.5	0.2	4.0	-7.2	-3.1	1.6	-19.8
O=C(CSc1nnc(CNC(=O)c2cccs2)o1)NC1CCCCC1	3.1	4.9	1.8	-7.1	1.6	0.9	-1.8	5.0	-3.3	10.7
COc1ccc(CNC(=O)Nc2cccc(Cl)c2)cc1	3.4	-7.0	-14.3	24.4*	-0.7	3.4	14.3	44.8	x	-14.4
COc1cc(Cl)ccc1OCc1cc(C(=O)N2C[C@]3(C)C[C@H]2CC(C)(C)C3)no1	-3.2	-4.6	-28.3	-14.0	-1.0	5.0	28.3	124.8*	25.9	-11.0
CCOc1ccc(-n2nnnc2SCC(=O)Nc2cccc(O)c2)cc1	4.2	6.3	26.6	-2.0	0.7	1.1	-26.6	-9.9	-1.1	0.8
CN(Cc1ccccc1)C(=O)COc1ccc(-c2nnco2)cc1	-5.5	0.8	6.7	-3.8	0.0	-1.8	-6.7	-0.7	-2.7	-7.3

Two compounds picked at random from those above:
SMILES	RTF Ca sens act	Rtt109 Vps75	SR-BI DiI-HDL act	dFosB act	CDK5 inh	HTR5A ag ctr	SR-BI DiI inh	MITF act	Wnt act	PvdQ acylase
Cc1nc(NNC(=O)c2ccccc2)cc(-c2ccccc2)n1	-0.8	-8.3	x	-2.7	-1.7	2.5	x	-3.4	x	-2.5
COc1cc(OC)c2c(=O)c(OC)c(-c3ccc(OC)c(OC)c3)oc2c1	3.2	-6.6	-45.3	4.9	-1.5	-2.0	45.3	x	x	-11.0

Source: PubChem BioAssay (several laboratories)
